ssDAF-12 act = S. stercoralis DAF-12 activation, primary screen; HEK293 ssDAF-12/GRIP1 lit1-tk-luc reporter, luminescence; % of 3 µM dafachronic acid response; activation, % at 6.8 µM; 370,000 compounds, 1% hits; AID 652126;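 active = activation above the mean over all tested compounds plus 3 SD, cut at about 0.9% in these data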;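 also: 0% = DMSO-only wells and 100% = 3 µM delta7-dafachronic acid wells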
hcDAF12 agonist = H. contortus DAF-12 activation, primary screen | HEK293 hcDAF-12 lit1-tk-luc reporter, luminescence; 0% DMSO, 100% Δ7-dafachronic acid | activation, % at 6.8 µM | 370,000 compounds, 1.4% hits;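 active = activation above the mean of all tested compounds plus 3 SD, cut at about 5.5% in these data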;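 also: 100% = response to 3 µM Δ7-dafachronic acid high control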
PLC-gamma1 inh = inhibitors of human phospholipase C gamma1; 370,000 compounds, 0.84% hits; purified PLC-gamma1, fluorogenic substrate, fluorescence; AID 720700; inhibition, % at 12.2 µM; P19174; in the data active = inhibition above about 9.5%
PLCb3 inh = PLC-beta3 (human) inhibition, primary screen; 370,000 compounds, 0.18% hits; Purified PLC-beta3, fluorogenic substrate, fluorescence; inhibition, % at 12.2 µM; AID 720704; in the data active = inhibition above about 11%;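 also: 0% = median of compound wells on plate and 100% = full blocker control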
SMARCA2 activ = SMARCA2 function activation, primary screen; MG213 cells, MMTV-luciferase reporter, dexamethasone, overnight; activation, % at 9.1 µM; 370,000 compounds, 1% hits; AID 652017; in the data active = activation above about 7.8%;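 also: 0% = vehicle wells and 100% = reference activator wells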
hgDAF-12 ag = agonists of H. glycines DAF-12 nuclear receptor | activation, % at 6.8 µM | 370,000 compounds, 1.8% hits | HEK293 GAL4-hgDAF12 UAS-luciferase reporter, agonist luminescence; normalized to butyrate control;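 active = activation above a cutoff set at the mean of all screened compounds plus 3 SD, cut at about 10% in these data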;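 also: 0% = DMSO wells and 100% = sodium butyrate wells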
ADAM17 inh = ADAM17 inhibition, QFRET primary screen | recombinant ADAM17, EDANS/DABCYL FRET peptide cleavage | inhibition, % at 6.95 µM | 370,000 compounds, 0.83% hits | AID 720648;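 active = inhibition above the mean of compounds lying between control limits plus 3 SD, set per campaign, cut at about 8.5% in these data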;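 also: 0% = DMSO-only wells as the low control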
Rev-erbA mod = modulates human Rev-erb alpha binding to DNA; P20393; Rev-erbα–FITC-DNA binding, fluorescence polarization, 90 min; activity, % at 10 µM; 370,000 compounds, 0.79% hits; AID 1259318;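 active = activity above about 14%, limit read from the data; passing the limit was not always enough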;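 also: 0% = DMSO wells with 35 nM protein and 100% = DMSO wells with 750 nM protein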
Target sequence (P20393 whole entry, looked up): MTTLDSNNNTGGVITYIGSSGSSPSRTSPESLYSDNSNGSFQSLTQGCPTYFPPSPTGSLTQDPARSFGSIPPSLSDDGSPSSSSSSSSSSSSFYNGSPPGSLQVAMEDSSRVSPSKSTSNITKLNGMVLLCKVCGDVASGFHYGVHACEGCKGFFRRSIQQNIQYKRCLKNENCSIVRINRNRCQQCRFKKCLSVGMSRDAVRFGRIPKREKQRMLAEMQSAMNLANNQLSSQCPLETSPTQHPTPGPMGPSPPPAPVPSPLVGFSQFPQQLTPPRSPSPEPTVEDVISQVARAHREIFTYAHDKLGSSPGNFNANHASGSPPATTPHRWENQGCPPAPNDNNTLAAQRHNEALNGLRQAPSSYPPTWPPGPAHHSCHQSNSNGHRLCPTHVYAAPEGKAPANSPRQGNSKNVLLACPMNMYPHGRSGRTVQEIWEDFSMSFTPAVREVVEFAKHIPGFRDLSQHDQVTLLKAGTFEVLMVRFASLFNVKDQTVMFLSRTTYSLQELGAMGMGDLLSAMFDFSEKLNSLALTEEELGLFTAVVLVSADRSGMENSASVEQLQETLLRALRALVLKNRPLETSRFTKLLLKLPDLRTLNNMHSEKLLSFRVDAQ
MBD2 DNA inh = MBD2-methylated oligo binding inhibition. TR-FRET, MBD2 binding to methylated oligonucleotide. Q9UBB5. 370,000 compounds, 0.31% hits. inhibition, % at 4.4 µM; in the data active = inhibition above about 13%
DAX1 inh-1 = DAX1 (NR0B1) inhibition, primary screen | 370,000 compounds, 1.1% hits | AID 652010 | HEK293T StAR-luciferase reporter, SF-1/DAX-1 repression relief | inhibition, % at 6.8 µM;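 active = inhibition above the mean over all tested compounds plus 3 SD, cut at about 3.6% in these data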;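 also: 0% = DAX-1 cells with DMSO and 100% = cells lacking DAX-1 with DMSO; higher inhibition means more luminescence from relief of DAX-1 repression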
DAX1 inh-2 = inhibitors of human orphan nuclear receptor DAX1 (NR0B1). P51843. HEK293 Gal4-DAX1 luciferase reporter, luminescence. inhibition, % at 6.75 µM. 340,000 compounds, 0.99% hits. AID 504766;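 active = inhibition above the mean over all tested compounds plus 3 SD, cut at about 4.2% in these data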;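 also: 0% = DAX1-transfected cells with DMSO and 100% = empty-vector control cells with DMSO; inhibition shows as a rise in luminescence from relieved DAX1 repression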
Target sequence (P51843 207-470 limits assumed): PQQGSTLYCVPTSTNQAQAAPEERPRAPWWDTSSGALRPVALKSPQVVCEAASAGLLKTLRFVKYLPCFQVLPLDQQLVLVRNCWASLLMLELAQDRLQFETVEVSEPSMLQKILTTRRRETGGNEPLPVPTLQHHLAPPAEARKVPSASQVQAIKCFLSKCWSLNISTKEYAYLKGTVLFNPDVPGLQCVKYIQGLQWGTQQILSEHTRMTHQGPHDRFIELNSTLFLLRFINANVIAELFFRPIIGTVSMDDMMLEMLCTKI
The depositor's hits bear a star; . = no result given.

SMILES	ssDAF-12 act	hcDAF12 agonist	PLC-gamma1 inh	PLCb3 inh	SMARCA2 activ	hgDAF-12 ag	ADAM17 inh	Rev-erbA mod	MBD2 DNA inh	DAX1 inh-1	DAX1 inh-2
Cn1c(=O)c2c(ncn2CC(=O)N2CCN(S(=O)(=O)c3ccc(F)cc3)CC2)n(C)c1=O	-0.7	-0.5	3	-5	-2	0.5	3	-2	1	2.8	-0.8
COc1ccc(-c2nnc3ccc(SCC(=O)N4CCCC4)nn23)cc1	-1.6	-1.5	-10	-14	-2	-2.0	1	-3	-4	0.2	0.2
Cc1ccc(CNC(=O)CCNS(=O)(=O)c2cccc3nonc23)cc1	-1.8	3.1	-1	1	0	-0.5	-4	-4	-4	0.1	0.4
O=C(O)C1C2C=CC(O2)C1C(=O)NCc1ccc(Cl)cc1 (stereo not given)	-0.6	-1.1	-1	3	1	-2.9	-1	1	-1	0.0	1.5
CCc1nc2ccc(C(=O)NCc3ccco3)cc2nc1CC	-1.6	-0.6	-1	-1	3	0.3	-2	3	-3	0.2	0.2
CCOC(=O)c1sc(-c2ccc(C)cc2)c(C#N)c1C	-1.6	-0.4	5	2	0	-1.8	2	2	-3	-0.1	-0.4
CC(C)OC(=O)c1ccc2nc3ccccc3nc2c1	1.2*	7.8*	-2	-6	5	17*	-1	-5	-4	1.8	3.2
COC(=O)c1cc(-c2c(C)noc2C)c(=O)n2c1CCC2	-1.4	2.1	7	3	3	-0.6	0	-6	-7	-0.6	.
COC(=O)[C@]12CCCCC=C1N(CCc1ccc(OC)c(OC)c1)C(=O)[C@H](CC(=O)NCCCCc1ccccc1)C2	-1.2	-1.2	2	2	1	-1.5	2	-1	0	0.6	.
CCC(C)C(CO)NCCCn1cnc(C(=O)Nc2ccc(C)c(C)c2)n1 (stereo not given)	-1.0	-1.7	1	1	0	-1.6	-4	-5	-3	0.0	1.2

Record cards, as listed above:
CCC(C)C(CO)NCCCn1cnc(C(=O)Nc2ccc(C)c(C)c2)n1 (stereo not given) across the screens: ssDAF-12 act: -1.0; hcDAF12 agonist: -1.7; PLC-gamma1 inh: 1; PLCb3 inh: 1; SMARCA2 activ: 0; hgDAF-12 ag: -1.6; ADAM17 inh: -4; Rev-erbA mod: -5; MBD2 DNA inh: -3; DAX1 inh-1: 0.0; DAX1 inh-2: 1.2
Cc1ccc(CNC(=O)CCNS(=O)(=O)c2cccc3nonc23)cc1 across the screens: ssDAF-12 act: -1.8; hcDAF12 agonist: 3.1; PLC-gamma1 inh: -1; PLCb3 inh: 1; SMARCA2 activ: 0; hgDAF-12 ag: -0.5; ADAM17 inh: -4; Rev-erbA mod: -4; MBD2 DNA inh: -4; DAX1 inh-1: 0.1; DAX1 inh-2: 0.4

Other entries
SMILES	ssDAF-12 act	hcDAF12 agonist	PLC-gamma1 inh	PLCb3 inh	SMARCA2 activ	hgDAF-12 ag	ADAM17 inh	Rev-erbA mod	MBD2 DNA inh	DAX1 inh-1	DAX1 inh-2
CN(c1cccc(NC(=O)c2ccc(CN3CCc4ccccc4C3)cc2)c1)S(C)(=O)=O	-3.0	-5.5	-1	-9	-5	-6.7	1	5	-5	-1.2	-3.4
C=Cc1ccc(C(=O)NC2CCCN(Cc3ccccc3F)C2)cc1 (stereo not given)	-0.9	-2.2	0	-7	-3	-0.1	2	8	6	-0.2	-0.1
CCOc1cccc(CN2CCC(n3nccc3NC(=O)CCCc3ccccc3)CC2)c1	-0.5	-1.9	1	-6	-2	2.1	0	-1	-3	0.3	-1.0
COc1ccc(NC(=O)NNC(=O)COc2ccc3cc(Br)ccc3c2)cc1OC	-1.0	2.5	1	-5	-2	-1.4	3	77*	-11	0.4	-1.0
Cc1ccc(NC(=O)c2cccs2)cc1S(=O)(=O)Nc1cccc(Cl)c1	-1.2	-1.6	7	5	-4	-3.7	20*	3	-4	-1.2	-1.5
COc1ccc(-c2cc(C(=O)c3c(N)n(C)c(=O)n(C)c3=O)c3ccccc3n2)cc1OC	-1.4	0.1	-2	-7	0	-0.3	-3	-2	5	0.2	2.6
CN(CC(=O)Nc1ccccc1C(F)(F)F)CC(=O)N1CCCCCC1	-1.3	-0.9	-2	-1	-2	1.5	0	0	-1	0.1	-0.2
Nc1cc(Cl)ccc1N1C(=O)CCC1=O	-0.9	0.4	-2	-3	-2	2.6	-3	-1	5	0.9	-0.8
COn1c2c(c3c4nonc4ccc31)CCCC2	-2.0	-2.9	-410	-405	-1	-2.4	-24	-3	-7	-0.7	-0.4
CCN(CC)C(=O)CSc1nc2[nH]ncc2c(=O)[nH]1	-1.0	1.3	0	1	-2	-4.3	-1	-5	3	-0.5	-1.1
c1ccc2c(c1)oc1c(NCC3CCCO3)ncnc12 (stereo not given)	-0.2	4.0	4	-2	3	4.3	1	3	1	-1.4	0.6
O=C(Nc1nnc(SCC(=O)N2CCCc3ccccc32)s1)c1ccc2ccccc2c1	0.7	2.8	5	-4	1	3.4	-5	5	7	0.1	0.0
Cc1cc(C)c(CN2CCCC(CNC(=O)c3ccc(F)cc3)C2)c(-n2cccn2)c1 (stereo not given)	-1.1	-1.1	1	0	-1	-2.2	4	-4	-2	0.1	1.4
CCc1ccc(-c2cc(C)no2)cc1S(=O)(=O)N1CCN(c2ccc(C(C)=O)cc2)CC1	-1.8	-3.2	-9	-23	-6	-2.2	5	27*	2	-1.2	-1.2
CC(C)C1C(=O)N(Cc2cn(CC3CCCCC3)nn2)CCS(=O)(=O)N1Cc1ccc(-c2ccncc2)cc1 (stereo not given)	-0.8	-1.8	-1	1	1	1.1	-1	-3	-5	1.4	2.3
O=C(O)CSc1nnc(-c2ccncc2)n1CCc1ccccc1	-1.1	-1.2	0	2	0	3.3	-3	-1	-4	0.1	-0.6
CC1(C(=O)NS(=O)(=O)C2CC2)CCCN(C(=O)c2ccc3ccccc3c2)C1 (stereo not given)	-0.3	0.3	-1	-2	3	5.1	-5	-10	4	0.2	.
Cc1ccc(C(=O)N2CCN(c3cccc(C)c3C)CC2)cc1S(=O)(=O)N1CCOCC1	-1.5	-1.5	-4	-8	-3	-3.2	-2	10	-2	-2.1	0.1
CC1C/C(=N\NC(=O)c2ccc(NS(=O)(=O)c3ccc(Br)cc3)cc2)CC(C)(C)C1 (stereo not given)	0.4	0.1	-34	-42	-3	7.0	0	6	6	0.0	-1.3
O=c1nc(N/N=C/c2ccccn2)cn[nH]1	0.1	-1.9	4	2	3	-6.9	3	4	0	0.2	-2.8
COc1ccccc1C(=O)NCCC(=O)NC1CCCCCC1	-0.4	0.6	3	-12	0	2.1	2	0	-1	0.1	-0.6
COc1ccc(/C=N\n2nnc3ccccc32)cc1	0.9*	9.1*	-1	2	7	8.3	-4	-17	-4	4.2*	-4.2
Cc1cccc(CS(=O)(=O)Cc2ccc(C(=O)NCc3ccco3)o2)c1	-1.9	-1.7	0	1	-3	-0.7	1	2	-3	-0.8	2.3
CC(C)=CC(=O)OCC(=O)Nc1ccc(SC(F)F)cc1	-1.7	0.1	2	-10	1	5.3	-2	0	0	0.3	-0.1
Cc1ccc(SCc2cc(=O)[nH]c(Nc3nc(C)c4cccc(C)c4n3)n2)cc1	-0.3	3.6	13*	9	-5	6.2	3	-16	1	0.8	0.7
Cc1cccc(CN2CCN(C3CN(Cc4ccccc4)S(=O)(=O)C3)CC2)c1 (stereo not given)	-1.0	-0.9	-1	2	-3	0.4	-1	-2	1	0.6	.
Cc1nnc(SCC(=O)Nc2ccc3[nH]c(=O)[nH]c3c2)s1	-0.7	-0.7	-2	-4	0	-0.2	-6	-3	-3	0.4	1.7
Cc1ccc(CN2C(=O)[C@@H]3Cc4c([nH]c5ccccc45)C(C)(C)N3C2=O)cc1	-1.7	-0.6	-2	-2	0	-0.9	4	2	-1	-1.0	-0.9
O=c1cc(CSc2nnc3ccccn23)c2c(ccc3ccccc32)o1	-0.8	0.1	-30	-29	-1	-2.8	-39	3	-5	0.0	2.3
Cc1ccc(/C=C(\NC(=O)c2ccccc2)C(=O)NCC2CCCO2)o1 (stereo not given)	-1.3	-1.6	-15	-18	0	-0.8	-4	0	5	-0.3	1.3
COc1ccc(NC(=O)C2C(c3ccc4c(c3)OCO4)=Nc3ccccc3N2C(C)=O)cc1 (stereo not given)	0.8	6.2*	-33	-39	9.2*	9.5	-3	-5	-2	1.9	.
CC(=O)N(C)c1ccc(OCC(O)CN(c2ccccc2C)S(=O)(=O)c2ccc(C)cc2)cc1 (stereo not given)	-1.2	-3.0	2	-8	-2	-3.6	-4	4	-1	-3.8	-0.6
O=C1OC(c2ccc3c(c2)OCO3)N(C(=O)c2ccc(Cl)c(Cl)c2)c2ccccc21 (stereo not given)	-0.4	0.2	-1	-8	6	5.3	-5	11	6	1.6	0.2
Cc1ccc(Cl)cc1N1CCN(C(=O)C2CCN(c3nnc(-n4cccc4)s3)CC2)CC1	-0.9	-2.8	1	0	-1	-0.5	2	-2	-3	-2.1	-0.4
c1ccc2ncc(-n3ccnc3)cc2c1	-0.7	-0.8	0	-1	-1	0.1	-3	2	6	1.1	.
Cc1cc(C)n(-c2nc3c(c(=O)n(C)c(=O)n3C)n2Cc2cccc(Br)c2)n1	-0.3	-2.0	0	-3	3	0.9	-2	2	-7	0.3	2.0
COc1ccccc1NS(=O)(=O)c1ccc(C)c(C(=O)NCC(c2ccco2)N2CCCCC2)c1 (stereo not given)	-1.1	-1.1	-1	-5	-3	-1.1	0	-1	0	-0.8	0.1
CN(C)c1cc(NC(=O)CNC(C)(C)C)c2ccccc2n1	-0.1	3.7	-13	-23	1	2.7	-41	-1	1	1.4	1.1
O=C(NCCCc1ccccc1)[C@H](Cc1c[nH]c2ccccc12)NC1(C(=O)NCCc2c[nH]c3ccccc23)CCOCC1	-0.5	0.6	4	3	.	-4.2	7	2	-1	.	.
Cc1cc(C)c2c3c(oc2n1)C(=O)N(c1cccc(Cl)c1)CC(=O)N3	-1.2	-0.6	0	-5	-4	-0.5	-5	3	5	-0.1	-0.9
c1ccc(CCn2cnc3ccccc32)cc1	-1.4	0.6	3	-18	2	8.8	-9	1	6	1.1	0.9
O=C1Nc2ccccc2C1(O)c1ccccc1O (stereo not given)	-1.0	0.0	4	4	-4	-0.7	2	3	2	0.7	0.0

Taken from above.
In SMARCA2 activ, c1ccc(CCn2cnc3ccccc32)cc1 reads 2
In DAX1 inh-2, Cc1cc(C)c2c3c(oc2n1)C(=O)N(c1cccc(Cl)c1)CC(=O)N3 reads -0.9
In ADAM17 inh, Cc1ccc(Cl)cc1N1CCN(C(=O)C2CCN(c3nnc(-n4cccc4)s3)CC2)CC1 reads 2
In ADAM17 inh, O=C(NCCCc1ccccc1)[C@H](Cc1c[nH]c2ccccc12)NC1(C(=O)NCCc2c[nH]c3ccccc23)CCOCC1 reads 7
In ssDAF-12 act, c1ccc2ncc(-n3ccnc3)cc2c1 reads -0.7
In PLCb3 inh, CN(C)c1cc(NC(=O)CNC(C)(C)C)c2ccccc2n1 reads -23

Screens deposited in PubChem BioAssay by several laboratories.
